GPT2 inhibitor: Primary qHTS assay for inhibitors of Glutamate pyruvate transaminase 2 (GPT2); hit rate 0.25% among 100,000; Potency, µM (titrated, usually from 57.7 µM), inactives show at the top dose activity change, negative = inhibition, hits mostly inhibitors; AID 1671188, 2021; Recombinant GPT2, coupled pyruvate oxidase/HRP Amplex Red fluorescence; Alanine aminotransferase 2 (Homo sapiens), Q8TD30; also: potency is read from the fitted curve at half-maximal effect; nearly all actives have a fitted effect of over 60% in size; many of its hits are not listed in these tables
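GPT2 10ng/uL, a-KG 250uM, L-Ala 2mM, HEPES pH7.5 + 0.0001% Tween; 30 min RT. Then Amplex mix (PO/HRP/ThPP), 30 min RT dark, fluorescence. AOA 50uM used as positive control.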
IP6K1 inh: Primary qHTS assay for small molecule inhibitors of Inositol hexaphosphate kinase 1 (IP6K1) | IP6K1 kinase, ADP-Glo luminescence, 2 h; stronger effect = lower value | hit rate 0.81% among 140,000 | activity change, % (series mostly up to about 58 µM) | Inositol hexakisphosphate kinase 1 (Homo sapiens), Q92551 | AID 1645851, 2021; in the data active = activity change below about -25%
Target sequence (Q92551 whole entry, looked up): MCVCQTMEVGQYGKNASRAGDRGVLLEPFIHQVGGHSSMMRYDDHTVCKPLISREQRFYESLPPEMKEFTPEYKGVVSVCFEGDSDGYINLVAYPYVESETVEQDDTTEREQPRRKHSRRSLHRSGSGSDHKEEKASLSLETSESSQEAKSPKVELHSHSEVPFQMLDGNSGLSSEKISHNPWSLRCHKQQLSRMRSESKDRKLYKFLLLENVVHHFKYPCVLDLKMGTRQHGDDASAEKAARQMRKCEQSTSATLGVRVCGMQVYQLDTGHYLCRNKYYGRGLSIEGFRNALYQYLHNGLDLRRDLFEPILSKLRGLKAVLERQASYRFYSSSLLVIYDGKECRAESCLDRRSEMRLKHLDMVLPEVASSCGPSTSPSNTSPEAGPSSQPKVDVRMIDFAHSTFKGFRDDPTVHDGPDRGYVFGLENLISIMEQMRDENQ
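ADP-Glo luminescence measures ADP made by human IP6K1 during a 2 h RT reaction with ATP/IP6 (mix at 1.3 mM/130 uM); top library doses 57.5 and 19.1 uM final.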
FLuc inh: Firefly luciferase inhibition profiling of diverse chemical library using quantitative high-throughput screening. Luciferin 4-monooxygenase (Photinus pyralis), P08659. purified P. pyralis luciferase, luminescence, biochemical. Potency, µM (titrated, usually from 115 µM), inactives show at the top dose activity change, negative = inhibition, most hits filed as inhibitors. hit rate 2.5% among 76,000; also: potency is read from the fitted curve at half-maximal effect; nearly all actives have a fitted effect of over 65% in size
Target sequence (P08659 whole entry, looked up): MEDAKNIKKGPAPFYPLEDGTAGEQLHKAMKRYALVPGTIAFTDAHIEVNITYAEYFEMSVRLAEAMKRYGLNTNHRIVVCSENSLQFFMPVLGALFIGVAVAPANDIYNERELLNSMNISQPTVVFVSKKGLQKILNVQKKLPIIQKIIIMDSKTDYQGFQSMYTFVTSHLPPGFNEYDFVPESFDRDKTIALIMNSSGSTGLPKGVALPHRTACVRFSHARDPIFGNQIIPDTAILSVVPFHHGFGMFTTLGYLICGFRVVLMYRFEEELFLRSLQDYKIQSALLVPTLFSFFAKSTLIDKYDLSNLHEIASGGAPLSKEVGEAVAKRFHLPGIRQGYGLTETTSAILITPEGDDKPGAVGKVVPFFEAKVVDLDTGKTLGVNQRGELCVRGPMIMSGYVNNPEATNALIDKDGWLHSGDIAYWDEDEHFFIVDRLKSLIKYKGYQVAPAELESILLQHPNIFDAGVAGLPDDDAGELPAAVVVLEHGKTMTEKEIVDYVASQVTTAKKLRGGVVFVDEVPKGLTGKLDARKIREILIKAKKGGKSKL
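Purified P. pyralis luciferase (10nM final) in 50mM Tris acetate pH 7.5, 10mM Mg acetate, 0.01% Tween-20, 0.05% BSA with 10uM D-luciferin and 10uM ATP. Compounds titrated qHTS. Luminescence imaged on CCD.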
HEK293 viab: GF-AFC viability counterscreen for inhibitors of alpha-synuclein gene (SNCA) expression | HEK-293-SNCA-luc viability, GF-AFC fluorescence, 24 h | Potency, µM (titrated, usually from 57.1 µM), for inactives: top-dose activity change, negative = cytotoxicity, hits mostly cytotoxic | hit rate 0.12% among 150,000 | AID 1671193, 2021;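 also: potency is read from the fitted curve at half-maximal effect; 0% = DMSO-treated cells and -100% = medium-only wells without cells; nearly all actives have a fitted effect of over 30% in size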
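HEK-293-SNCA-luc cells (1500/well) plated 24 h, then exposed 24 h to a dilution series; GF-AFC added 30 min at 37C, fluorescence 405/540 nm; normalised to medium-only and DMSO wells, Hill fit.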
HEK293 tox: Cytotoxic Profiling in HEK 293 Cell Line of Diverse Libraries Using Quantitative High-Throughput Screening. HEK 293 viability, ATP luminescence (CellTiter-Glo), 48-72 h. Potency, µM (highest dose often 115 µM), for inactives: top-dose activity change, negative = cytotoxicity, actives largely listed as inhibitors. hit rate 6.6% among 94,000. AID 1345083, 2018; also: potency is read from the fitted curve at half-maximal effect; nearly all actives have a fitted effect of over 60% in size
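Viability of HEK 293 cells, plated at 250 cells/well, was judged by cellular ATP after compound treatment for 48 or 72 hr. Luminescence was imaged 10 min after CellTiter-Glo addition at room temperature.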
SNCA expr inh: Primary qHTS assay for inhibitors of alpha-synuclein gene (SNCA) expression; HEK-293 SNCA-luciferase knock-in, luminescence, 24 h; Potency, µM (series often up to 57.2 µM), for inactives: at the highest dose activity change, negative = inhibition, hits mostly inhibitors; hit rate 0.17% among 140,000;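 also: potency is read from the fitted curve at half-maximal effect; plate controls were DMSO cells for no effect and cell-free wells for full effect; nearly all actives have a fitted effect of over 45% in size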
NIH3T3 tox: Cytotoxic Profiling in NIH 3T3 Cell Line of Diverse Libraries Using Quantitative High-Throughput Screening; NIH 3T3 viability, CellTiter-Glo ATP luminescence, 48-72 h; Potency, µM (series often up to 96.7 µM), for the others: at the highest dose activity change, negative = cytotoxicity, usual class: inhibitors; hit rate 4.3% among 94,000; AID 1345082, 2018; also: potency is read from the fitted curve at half-maximal effect; nearly all actives have a fitted effect of over 55% in size
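Mouse fibroblast NIH 3T3 cells, 400 per well, received compound via pintool and were incubated for 48 or 72 hr prior to CellTiter-Glo ATP luminescence measurement.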
* = called active by the depositor; i = inactive; ? = inconclusive; . = no result given; [ ] = remark or other dose. Unless noted, calls follow the shape of the dose curve; as a rule, active = well fitted curve in the direction sought with a large enough effect; inconclusive = small, poorly fitted or top-dose-only effect, or another doubt; inactive = no such curve, though single readings can be large; an effect the other way counts as inactive or inconclusive. Unless noted, % is scaled to controls: 0 for no effect and ±100 for the full control effect. Not all compounds are listed; rates above refer to the full screens.

SMILES	GPT2 inhibitor	IP6K1 inh	FLuc inh	HEK293 viab	HEK293 tox	SNCA expr inh	NIH3T3 tox
Cc1nnc2ccc(N3CCN(S(=O)(=O)c4cccs4)CC3)nn12	.	-4.6	.	.	-5.2%	.	-21.0%
Cc1cc(C)n(CC(=O)N2C[C@@H](COc3ccccc3)[C@H](C(N)=O)C2)n1	-6.3%	18.5	-0.3%	-3.4%	-0.3%	26.3%	1.5%
COc1cc(O[C@@H]2O[C@H](CO[C@H]3OC[C@](O)(CO)[C@H]3O)[C@@H](O)[C@H](O)[C@H]2O)cc(OC)c1O	i	15.8	.	5.8%[23.9 µM]	.	.	.
CN(C)c1ccc(CN2CCC3(CC2)CC(=O)c2ccccc2O3)cc1	i	8.5	-1.8%	-9.2%	-6.6%	24.8%	-5.5%
CN(C)S(=O)(=O)CCCN1CCC2(CC1)NC(=O)CC2C(=O)O (stereo unspecified)	i	17.4	-9.8%	3.4%	2.2%	17.1%	-2.6%
COc1ccc(Cl)cc1NC(=O)c1c(NCc2ccc(C)o2)sc2c1CCCC2	.	0.1	.	?	.	19.6%	.
CC1(C)[C@H]2CC[C@@H](CNC(=O)c3cccc(Cl)c3)[C@@H]1C2	-4.8%[88.5 µM]	6.9	4.6%[172 µM]	-4.6%[87.6 µM]	79.4µM*	-7.9%[87.6 µM]	?
Cc1cccc(NC(=O)c2oc3ccccc3c2NC(=O)c2cc(=O)c3ccc(C)cc3o2)c1	.	-13.1	.	?	.	13.3%	.
CN(C)c1nc2c(c(=O)[nH]1)CCN(Cc1cc(F)c(F)c(F)c1)CC2	i	4.7	-1.4%	-1.2%	0.9%	0.2%	-5.0%
CC(C)n1nc(C#Cc2ccccc2)c2c(N)ncnc21	?	5.1	.	-30.1%	.	.	.
O=C(c1cc2c(s1)CCCC2)N1CCc2c(nc3cc[nH]n3c2=O)C1	-10.0%	12.7	-6.1%	-0.4%	13.9%	5.6%	i
CN1C(=O)c2sccc2N(C)c2nc(Nc3ccc(S(N)(=O)=O)cc3)ncc21	i	.	.	-11.6%	.	21.2%	.
O=C(C1CC1)N1CCc2cc(Br)cc(S(=O)(=O)Nc3ccc(F)c(F)c3)c21	.	-6.6	.	?	.	?	.
CC(NC(=O)C1CN(C(C)C)C(=O)N1)c1ccc(F)cc1 (stereo unspecified)	-0.1%[88.5 µM]	-13.4	.	-3.3%[12.5 µM]	-8.0%[172 µM]	-21.6%[87.6 µM]	-12.4%[138 µM]
CC(=O)Oc1c(-c2ccc(NC(=O)c3ccco3)cc2)c(C2CC2)nn1-c1cccc(C)c1	?	-12.1	-8.9%	2.9%	?	29.0%	?
CN(C)C(=O)NC1CCN(C(=O)c2ccc(-c3ncccc3C#N)cc2)CC1	i	7.3	.	6.7%[12.5 µM]	-3.5%	-14.4%	-6.3%
Cc1nccn1CCC1CCN(c2nccc(-c3ccccn3)n2)CC1	0.6%	2.1	4.1%	-2.6%	?	4.6%	?
CN(C1CCc2nn(CC3CC3)c(=O)n2CC1)S(=O)(=O)c1cccs1 (stereo unspecified)	3.2%	-3.0	-9.2%	?	4.4%	10.8%	-7.0%
Cc1cc(C)cc(NC(=O)Cn2nnc(-c3nc(-c4ccncc4)no3)c2N)c1	.	27.3	.	4.0%	.	18.0%	.
COc1cccc2cc(C(=O)N3CCN(c4cc(C)ccc4C)CC3)c(=O)oc12	.	-5.2	.	3.5%	.	-8.3%	.
CC(=O)c1ccc(NC(=O)Cn2c(-n3nc(C)cc3C)nc(C)c(C)c2=O)cc1	.	5.7	.	-24.2%	.	-11.1%	.
Cc1ccc(NC(=O)Cn2cccc2-c2nc(-c3ccccc3)no2)cc1	i	-1.1	15.7%	2.9%	?	5.8%	?
Cc1ccc([S+](=O)([O-])NC2CCN(Cc3ccc(-c4ccsc4)cc3)C2)cc1 (stereo unspecified)	-0.8%	-1.9	.	2.4%	44.7µM*	-24.4%	?
Cc1noc(-c2ccn3c(CNC(=O)c4cc(F)ccc4F)nnc3c2)n1	i	1.4	0.1%	-5.2%	-14.5%	-22.7%	-8.2%
CC(C)CN(CC1CN(C(=O)Cc2cccs2)CCO1)C(=O)c1cccc2ccccc12 (stereo unspecified)	?	1.2	?	14.0%	?	10.0%	?
CCOC(=O)C1CCN(c2ncnc3c2c(-c2ccccc2)cn3-c2ccc(Cl)cc2)CC1	.	14.9	.	-4.3%	.	30.8%[activator]	.
O=C(NCc1nnnn1-c1ccccc1)C1NCCc2[nH]cnc21 (stereo unspecified)	-18.9%	31.3	4.9%	5.0%	-2.7%	8.4%	2.6%
O=C1CN(C(=O)c2cccc(C(F)(F)F)c2)CC(O)CN1CCCc1ccccc1 (stereo unspecified)	.	-4.9	.	.	?	.	?
COC(=O)C(C)n1nnc2sc(-c3ccccc3)cc2c1=O (stereo unspecified)	.	9.7	.	5.7%	.	34.0%[activator]	.
COc1ccc(Cl)cc1NC(=O)c1c(NCc2ccc(C)o2)sc2c1CCCCC2	.	13.0	.	-1.9%	.	25.6%	.
CC(C)CCNC(=O)c1ccc2c(c1)nc1n2CCCCC1	.	18.0	.	12.4%	.	-82.1%	.
Cc1ccc(OCC(=O)Nc2ccc3nc(Nc4cccc(Cl)c4)cc(C)c3c2)cc1	.	-12.4	.	8.9%	.	?	.
C[C@@H](Cc1cc2c(c(C(N)=O)c1)N(CCCO)CC2)NCCOc1ccccc1OCC(F)(F)F	i	15.6	.	-20.2%	.	-9.0%	.
COCC(=O)N1C[C@@H]2C(=O)N(Cc3ccc4c(c3)OCO4)C(=O)[C@@H]2C1	i	-1.1	0.0%	3.4%	5.5%	0.3%	-7.9%
COc1ccc(-c2cccc(C(=O)N3CCC(NC(=O)Nc4ccccc4)CC3)c2)nn1	.	7.3	.	.	-21.5%	.	-26.4%
COc1cccc(-c2nn3c(=O)cc(CN4CCN(S(=O)(=O)c5ccc(C)cc5)CC4)nc3s2)c1	.	24.9	.	5.8%	.	-22.2%	.
CCC12CN3CC(CC)(CN(C1)C3c1c[nH]c3ccccc13)C2=O (stereo unspecified)	.	-12.8	.	9.2%	.	5.0%	.
COc1ccc(CC(=O)N2CCN(C(=O)c3cccc(-c4cccc(OC)c4)c3)CC2)cc1	-5.7%	1.9	.	-0.3%[12.5 µM]	?	0.0%	?
O=C(Nc1ccccc1)N1CCN(C(=O)c2nsc3ccccc23)CC1	.	-14.8	.	4.7%	.	-0.6%	.
CNC(=O)c1cccc(-c2cnc(Nc3ccncc3)c3c2CCO3)c1	i	-12.7	-1.6%[172 µM]	-1.7%[87.6 µM]	?	107.2%[activator][87.6 µM]	?
Cn1c(CO[C@H]2CN(C(=O)c3cccnc3)C[C@H]2F)nc2ccccc21	-5.2%[88.5 µM]	-8.3	0.7%[172 µM]	1.2%[87.6 µM]	i	1.6%[87.6 µM]	i
CCC(C(=O)Nc1cc(C)ccc1C)n1c(=O)c(C(F)(F)F)nc2ccccc21 (stereo unspecified)	.	-11.8	.	16.5%	.	-1.7%	.
Cc1ccc(CNC(=O)CCn2cnc3ccccc3c2=O)cc1	.	50.4	.	0.5%	.	17.3%	.
CN(C)C[C@@H]1CN(c2ccncn2)C[C@H]1NC(=O)c1c(F)cccc1F	i	-8.4	1.3%	7.3%	-4.1%	8.8%	0.1%
COCCCNC(=O)c1ccc2c(c1)C(O)CCCCCN2CCOC (stereo unspecified)	i	5.4	6.0%	-1.2%	-21.0%	3.1%	-12.5%
Cc1cc(C(=O)N2CCN(c3cccc(Cl)c3)CC2)c2c(C)nn(-c3ccccc3Cl)c2n1	.	12.8	.	-26.5%	.	?	.
COc1cc(CN2CCCC(COc3ccccc3C(=O)NC(C)C)C2)ccc1O (stereo unspecified)	i	6.5	.	-27.4%	?	?	-27.9%
Cc1cc(S(=O)(=O)Nc2ccc(C(=O)O)cc2)c(C)c(S(=O)(=O)c2ccc(Cl)cc2)c1	.	-8.7	.	5.8%	.	?	.
CCc1c(C)nc2nncn2c1NCc1ccc(Cl)cc1	.	-7.1	.	-3.3%	.	-20.0%	.
CN1CCCC2(CCN(C(=O)c3sccc3S(N)(=O)=O)C2)C1=O (stereo unspecified)	2.0%	11.8	5.7%	11.0%	-8.8%	3.1%	-21.4%
Cn1c2ccccc2c2c(C(=O)N3CCN(c4cccc(Cl)c4)CC3)cn(C3CCCCC3)c(=O)c21	.	-1.5	.	-8.5%	.	-1.0%	.
CC(=O)N1CCCc2ccc(NC(=O)c3ccc(C(F)(F)F)cc3)cc21	.	1.6	.	-6.5%	.	-10.0%	.

Of the compounds above, these contain a Cl atom.
SMILES	GPT2 inhibitor	IP6K1 inh	FLuc inh	HEK293 viab	HEK293 tox	SNCA expr inh	NIH3T3 tox
COc1ccc(Cl)cc1NC(=O)c1c(NCc2ccc(C)o2)sc2c1CCCC2	.	0.1	.	?	.	19.6%	.
CC1(C)[C@H]2CC[C@@H](CNC(=O)c3cccc(Cl)c3)[C@@H]1C2	-4.8%[88.5 µM]	6.9	4.6%[172 µM]	-4.6%[87.6 µM]	79.4µM*	-7.9%[87.6 µM]	?
CCOC(=O)C1CCN(c2ncnc3c2c(-c2ccccc2)cn3-c2ccc(Cl)cc2)CC1	.	14.9	.	-4.3%	.	30.8%[activator]	.
COc1ccc(Cl)cc1NC(=O)c1c(NCc2ccc(C)o2)sc2c1CCCCC2	.	13.0	.	-1.9%	.	25.6%	.
Cc1ccc(OCC(=O)Nc2ccc3nc(Nc4cccc(Cl)c4)cc(C)c3c2)cc1	.	-12.4	.	8.9%	.	?	.
Cc1cc(C(=O)N2CCN(c3cccc(Cl)c3)CC2)c2c(C)nn(-c3ccccc3Cl)c2n1	.	12.8	.	-26.5%	.	?	.
Cc1cc(S(=O)(=O)Nc2ccc(C(=O)O)cc2)c(C)c(S(=O)(=O)c2ccc(Cl)cc2)c1	.	-8.7	.	5.8%	.	?	.
CCc1c(C)nc2nncn2c1NCc1ccc(Cl)cc1	.	-7.1	.	-3.3%	.	-20.0%	.
Cn1c2ccccc2c2c(C(=O)N3CCN(c4cccc(Cl)c4)CC3)cn(C3CCCCC3)c(=O)c21	.	-1.5	.	-8.5%	.	-1.0%	.

Compound activity from PubChem BioAssay.
